# Screens deposited in PubChem by National Center for Advancing Translational Sciences (NCATS).
# TrxR1 substrate: substrates of rat thioredoxin reductase 1 | O89049 | purified TrxR1 substrate turnover, NADPH consumption readout | Potency, µM (series often up to 114 µM), for inactives: at the highest dose activity change, negative = substrate turnover | hit rate 0.01% among 390,000; note: potency is the fitted concentration of half-maximal effect; % is set by controls: 0 for no effect and ±100 for the full control effect; nearly all actives have a fitted effect of over 50% in size
#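 Rat TrxR1, dispensed at 90 nM, was prereduced with 400 uM NADPH (final) for 5 min at ~22 deg C, then incubated with compound 15 min before 400 uM selenite. A first-read NADPH fluorescence drop versus no-compound background flagged substrates.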
# rTrxR1 inhibitor: inhibitors of rat thioredoxin reductase 1. Potency, µM (top dose mostly 114 µM), for the others: at the top dose activity change, negative = inhibition, most hits filed as inhibitors. O89049. hit rate 1% among 390,000. recombinant rTrxR1, NADPH fluorescence consumption, selenite substrate; note: potency is the fitted concentration of half-maximal effect; % is set by controls: 0 for no effect and ±100 for the full control effect; nearly all actives have a fitted effect of over 65% in size
#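 Rat TrxR1 (90 nM in the dispensed reagent) was pre-reduced with 400 uM NADPH for 5 min at room temperature, then incubated with compound for 15 min. After 400 uM selenite was added, NADPH fluorescence (Ex 340/Em 450 nm) was followed for 8 min.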
# TRHR agonist: activates the human TRH receptor; P34981; TRHR cells, calcium flux fluo-8, FDSS agonist mode; activation, % at 2 µM; hit rate 0.18% among 360,000; AID 493084; in the data active = activation above about 30%; note: 0% is about no effect
#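 In this calcium-flux screen, cells bearing human TRHR are dye-loaded with fluo-8, baselined for 10 cycles, then exposed to library compounds; positive kinetic calcium responses during the agonist phase mark hits, with TRH as control.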
# mIDH1 inhibitor: inhibitors of human mutant IDH1 R132H. O75874. IDH1-R132H enzyme, NADPH consumption, diaphorase/resazurin fluorescence. Potency, µM (series often up to 76.6 µM), for the others: at the highest dose activity change, negative = inhibition, hits mostly inhibitors. hit rate 0.093% among 390,000; note: potency is the fitted concentration of half-maximal effect; % is set by controls: 0 for no effect and ±100 for the full control effect; nearly all actives have a fitted effect of over 65% in size
# Target sequence (O75874 whole entry R132H, stated change not applied): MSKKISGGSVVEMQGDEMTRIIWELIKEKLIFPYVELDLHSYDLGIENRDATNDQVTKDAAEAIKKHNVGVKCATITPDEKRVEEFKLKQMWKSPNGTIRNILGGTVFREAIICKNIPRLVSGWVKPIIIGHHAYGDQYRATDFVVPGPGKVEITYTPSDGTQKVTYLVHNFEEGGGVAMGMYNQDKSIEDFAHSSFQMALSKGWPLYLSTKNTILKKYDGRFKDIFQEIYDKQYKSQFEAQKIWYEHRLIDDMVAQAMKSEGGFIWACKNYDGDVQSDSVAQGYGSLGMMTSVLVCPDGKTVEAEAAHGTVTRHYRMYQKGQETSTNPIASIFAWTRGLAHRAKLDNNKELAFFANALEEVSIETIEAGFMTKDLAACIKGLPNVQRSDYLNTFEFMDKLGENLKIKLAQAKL
#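 IDH1-R132H (0.5 ug/mL) preincubated 30 min with compound, then NADPH (0.016 mM) and alpha-KG (2 mM) added; 80 min at RT, pH 7.5. Remaining NADPH coupled via diaphorase/resazurin to fluorescence (540/590 nm); concentration-response curves normalized to no-enzyme control.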
# TRHR enhancer: allosterically enhances the human TRH receptor | TRHR cells, fluo-8 calcium fluorescence, EC20 TRH enhancement | hit rate 0.66% among 360,000 | P34981 | enhancement, % at 2 µM; in the data active = enhancement above about 30%; note: 0% is about no effect
#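 Enhancer read-out: after compound pinning and an initial kinetic agonist-mode read, an EC20 of TRH (10 nM final) was injected and fluo-8 calcium signal (Ex 480/Em 530) followed at 1 s/cycle for 100 cycles in TRHR-expressing cells.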
# D2 antagonist: D2 dopamine receptor (human) antagonism; HEK293 TREx D2 cells, calcium flux, dopamine EC80; hit rate 2% among 340,000; AID 485344; inhibition, % at 10 µM; P14416; in the data active = inhibition above about 30%; note: 0% is about no effect
#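 Calcium flux kinetic readout in an inducible HEK293 TREx D2 line plated overnight at 30 C. After 180 s compound exposure, an EC80 dopamine challenge follows with another 180 s kinetic read to detect antagonism.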
# USP1-UAF1 inh: inhibitors of human USP1/UAF1 deubiquitinase. O94782. recombinant USP1/UAF1, Ub-Rhodamine cleavage fluorescence. Potency, µM (series often up to 57.1 µM), without a hit: top-dose activity change, negative = inhibition, usual class: inhibitors. hit rate 0.23% among 390,000. AID 743255; note: potency is the fitted concentration of half-maximal effect; % is set by controls: 0 for no effect and ±100 for the full control effect; nearly all actives have a fitted effect of over 60% in size; inactives centre near -12
#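 Step one: compound is pinned into 1nM USP1/UAF1 in HEPES pH 7.8 buffer with TCEP. Step two: 15 min room-temperature incubation. Step three: Ub-Rho (150nM final) starts cleavage, tracked by fluorescence over six one-minute reads.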
# D2 agonist: activates the human D2 dopamine receptor | P14416 | HEK293 T-REx D2 cells, calcium flux agonist mode | activation, % at 2 µM | hit rate 0.53% among 340,000;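 active = activation over 3 SD above normal in the single-dose calcium agonist read, cut at about 30% in these data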; note: 0% is about no effect
#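 Calcium-flux readout, 1 cycle/sec over 180 s following compound pin transfer, in inducible HEK293 Trex D2 cells (force-coupled); dopamine controls included. Positive calcium responses during this window marked compounds as potential agonists.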
# PI4K2A inh: inhibitors of human PI4K2A; Q9BTU6; purified PI4K2A, ADP-Glo luminescence, 1 h; stronger effect = lower value; activity change, negative = inhibition, % at 76.9 µM; hit rate 0.13% among 420,000; AID 1346378; in the data active = activity change below about -50%; inconclusive = mostly about -30% to -49%;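 note: -100% = wells without enzyme as full effect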
# Target sequence (Q9BTU6 whole entry, looked up): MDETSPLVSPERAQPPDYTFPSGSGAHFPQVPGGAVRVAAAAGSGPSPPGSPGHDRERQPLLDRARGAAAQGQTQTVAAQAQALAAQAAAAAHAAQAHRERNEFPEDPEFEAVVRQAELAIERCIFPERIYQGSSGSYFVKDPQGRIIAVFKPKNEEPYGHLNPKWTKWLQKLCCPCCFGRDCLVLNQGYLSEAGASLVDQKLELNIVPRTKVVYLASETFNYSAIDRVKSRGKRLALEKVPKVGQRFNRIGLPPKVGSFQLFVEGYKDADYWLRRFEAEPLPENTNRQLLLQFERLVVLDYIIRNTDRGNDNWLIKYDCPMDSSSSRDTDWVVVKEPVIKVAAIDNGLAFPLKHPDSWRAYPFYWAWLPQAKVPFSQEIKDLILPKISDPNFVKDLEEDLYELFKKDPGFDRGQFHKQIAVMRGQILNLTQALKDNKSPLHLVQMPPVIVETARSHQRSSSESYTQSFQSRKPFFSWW
#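 PI4K2A activity was measured by ADP-Glo luminescence: enzyme (4 ug/mL stock) and phosphatidylinositol (1.2 mM stock) in Tris pH 7.5/MgCl2/EGTA/Triton X-100 buffer were reacted with ATP (300 microM stock) for one hour at ambient temperature.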
# * hit, by the source's call; u = inconclusive; x = not tested or not shown; [ ] = another dose, or the depositor's remark. Unless noted, calls come from the whole dose curve; as a rule, active = well fitted inhibition curve with a large enough effect; inconclusive = small, poorly fitted or top-dose-only effect; inactive = no such curve, though single readings can be large or run the other way.
SMILES,TrxR1 substrate,rTrxR1 inhibitor,TRHR agonist,mIDH1 inhibitor,TRHR enhancer,D2 antagonist,USP1-UAF1 inh,D2 agonist,PI4K2A inh
COc1ccc(S(=O)(=O)Nc2c(C(=O)O)[nH]c3ccc(OC)cc23)c(OC)c1,-1%,46%[activator],2.7,14%,2,3,-19%,0.3,-9
CCOC(=O)c1[nH]ncc1CN1CCCC(C(=O)c2cccc(OC(C)C)c2)C1 (stereo unspecified),2%,12%,0.3,3%,15,-7,-17%,0.4,-1
O=C(OCc1nnc(-c2ccc(Cl)cc2)o1)c1ccc(O)cc1,10%,31%,-0.6,11%,5,-3,-10%,0.0,6
O=[N+]([O-])c1ccc(N2CCN(S(=O)(=O)c3ccccc3[N+](=O)[O-])CC2)cc1NCc1cccnc1,-3%,14%,-0.2,1%,-2,5,-4%,-0.1,-2
Cc1nc(N2CCCC2)c2c(C(=O)N3CCN(c4cccc(C)c4C)CC3)c(C)oc2n1,1%,17%,0.7,-8%,2,x,-23%,0.5,2
Cc1ccc2c(Cn3ccnc3)cc(=O)oc2c1C,5%,12%,0.3,-1%,6,x,-14%,x,13
Cc1ccc2nc(NC(=O)Cc3cccs3)sc2c1,1%,11%,2.0,-2%,6,8,-19%,-0.4,2
O=C(NCCC1=CCCCC1)c1ccc(-n2cncn2)cc1,4%,-1%,-1.8,13%,0,x,-14%,x,-3
CCOc1ccccc1/C=N/n1c(C2CCCCC2)n[nH]c1=S,-3%,u,-0.5,-1%,3,-13,-28%,-1.4,1
Clc1cccc(Cl)c1CSc1nnc(-c2sccc2-n2cccc2)o1,8%[57.1 µM],17%[57.1 µM],-0.4,-5%,12,-29,1%,0.3,-3
COc1ccc(/C=C/C(=O)Nc2cc(S(=O)(=O)N3CCOCC3)ccc2N2CCCC2)cc1OC,0%[57.1 µM],2%[57.1 µM],0.3,-6%,-2,x,-22%,x,1
COCC(C)n1c(SCC(=O)Nc2ccc3c(c2)OCCO3)nc2ccccc2c1=O (stereo unspecified),-15%,-15%,-0.4,-1%,-4,11,-13%,-0.8,-1
Cc1ccc(S(=O)(=O)NCCC(=O)NCC(c2ccc(F)cc2)N2CCOCC2)cc1 (stereo unspecified),3%,20%,-1.1,8%,-2,5,-10%,-0.6,0
CC1(C)CC(=O)c2cc(C(=O)N3CCCC(C)(C)C3)c(=O)n(-c3ccccc3)c2C1,-2%,1%,-0.8,-4%,-11,-3,-2%,0.8,4
Cc1ccc(S(=O)(=O)N(C)C)cc1NC(=O)C(C)OC(=O)C1CCC1 (stereo unspecified),6%,8%,x,11%,x,x,-16%,x,-3
CN1CCc2cc3c(c4c2[C@H]1[C@H](O)c1ccccc1-4)OCO3,5%,-15%,0.4,-3%[38.3 µM],5,15,u,-0.6,-5
CC(C)c1ccc(N2C=Nc3ccc(C(C)C)cc3C2)cc1,3%[57.1 µM],3%[57.1 µM],0.9,2%,17,-5,-16%,-1.1,0
Cc1nnc(NC(=O)CSc2nnc(Cc3cccn3C)n2-c2ccccc2)s1,6%[57.1 µM],-45%,0.2,0%,39*,9,-2%,-0.3,-1
CCC(C)NCCCOc1ccc(Cl)cc1C(C)(C)C (stereo unspecified),-12%,-12%,0.3,11%,-1,4,3%,0.1,-3
CC1CCc2sc3ncnc(N4CCOCC4)c3c2C1 (stereo unspecified),-14%,-14%,-1.0,21%,1,-16,4%,0.0,-9
Cc1ccccc1NC(=O)c1c(C)nn(-c2ccccc2)c1Cl,0%[57.1 µM],-10%[57.1 µM],-0.5,19%,-3,-12,-3%,-0.8,3
CCN(CC)CCCNC(=O)c1c(C)oc2ncnc(N3CCOCC3)c12,1%,7%,2.3,-8%,21,x,-14%,1.1,0
Cc1nc(-c2ccccc2)nc(Cl)c1Cl,6%,31%,0.7,-3%,5,13,-18%,8.2,2
CCOc1ccc(CC(=O)Nc2c(C(=O)c3ccc(Cl)cc3)oc3ccccc23)cc1OCC,-3%,2%,2.1,-4%,-9,x,-18%,0.5,-7
CCOc1ccc(Nc2nc(N)c(C(=O)c3ccccc3Cl)s2)cc1,1%[57.1 µM],18%[57.1 µM],-0.1,-24%,9,x,29%,0.5,-3
CN(Cc1cnn(Cc2ccccc2)c1)C(=O)CN=C1NS(=O)(=O)c2ccccc21,-1%,17%,0.3,3%,6,-17,-8%,-0.4,1
O=C(OCc1cccc2ccccc12)C1CC(=O)N(c2ccccc2)C1 (stereo unspecified),2%,22%,0.2,2%,1,29,-16%,-0.1,1
Cc1ccc(-c2nnc(Nc3cccc(O)c3)c3ccccc23)cc1S(=O)(=O)NCCO,-2%,2%,0.2,-3%,-4,3,-25%,0.3,11
COc1ccc(NC(=O)CCC(=O)NCc2ccco2)c([N+](=O)[O-])c1,1%,9%,-1.7,-3%,-13,1,-7%,-1.4,-3
CNc1nc(CC(C)=O)ns1,0%,-21%,0.0,8%,-5,-6,-6%,-0.4,6
CC(=O)C[C@H](O)CC(=O)[C@@H]1OC(=O)CCCCCc2ccccc21,6%,13%,x,17%,x,x,-23%,x,-4
CC(=O)Nc1cccc(NC(=O)CCCC(=O)O)c1,3%,6%,0.6,9%,0,-6,-4%,0.0,3
COc1ccc(N2C(=O)c3ccccc3C2=O)cc1,2%[57.1 µM],28%[57.1 µM],0.2,-1%,14,5,-17%,0.2,0
CCCCN=C1SC(C(=O)Nc2sc3c(c2C(=O)OC)CCC3)C(N)=C1C(=O)N1CCOCC1 (stereo unspecified),12%,9%,x,6%,x,x,-5%,x,-9
CCC(=O)NCCc1cc2ccc(C)cc2[nH]c1=O,-1%,-7%,-1.3,8%,-3,-7,-17%,-1.4,1
CCCC(=O)Nc1ccc2c(c1)nc(CCN1CCN(c3ccccn3)CC1)n2C,3%,14%,-0.2,-7%,-13,47*,-13%,67*,6
Clc1cc(Cl)c2nc(N3CCCCC3)sc2c1,4%[57.1 µM],9%[57.1 µM],-0.9,2%,7,-4,-18%,-0.2,-3
CC1(C)COC(c2ccccc2Cl)OC1,0%,17%,x,-3%,x,x,u,x,-5
O=S(=O)(NCc1cn2ccsc2n1)c1ccc(Oc2ccccc2)cc1,-5%,3%,x,10%,x,x,-23%,x,-5
Cc1cc(C)c(NC(=O)Nc2ccccc2)c(Cl)c1,-9%,8%[57.1 µM],1.0,0%,2,-12,-14%,-6.7,-3
CC(=O)c1ccc(N(CC(=O)NCc2ccc3c(c2)OCO3)C(=O)c2csnn2)cc1,2%,4%,0.2,-9%,3,8,3%,0.9,5
Cc1c(Cl)cn2c(=O)cc(CN3CCN(c4ccc(F)cc4)CC3)nc2c1Cl,x,x,-0.4,x,-7,-24,x,32*,x
CC[C@]12c3[nH]c4ccccc4c3CCN1C(=O)C(CC(=O)NC(C)(C)C)C[C@@H]2C(=O)N1CCN(C(=O)C2CC2)CC1 (stereo partly specified),-2%,9%,x,-9%,x,x,-15%,x,-3
COc1ccccc1C(=O)NCCC(=O)Nc1ccc(C)cn1,5%,28%,0.2,-6%,1,-8,-16%,-0.4,-2
CCOc1ccccc1CNC(=O)c1ccc2nc(N3CCC(C)CC3)sc2c1,3%,28%,0.0,-16%,0,x,-23%,0.2,3

# Fetched one by one from above (2):
SMILES,TrxR1 substrate,rTrxR1 inhibitor,TRHR agonist,mIDH1 inhibitor,TRHR enhancer,D2 antagonist,USP1-UAF1 inh,D2 agonist,PI4K2A inh
CC(=O)Nc1cccc(NC(=O)CCCC(=O)O)c1,3%,6%,0.6,9%,0,-6,-4%,0.0,3
CC(=O)C[C@H](O)CC(=O)[C@@H]1OC(=O)CCCCCc2ccccc21,6%,13%,x,17%,x,x,-23%,x,-4

# Returning to the listing with the 4 entries that preceded the break.
SMILES,TrxR1 substrate,rTrxR1 inhibitor,TRHR agonist,mIDH1 inhibitor,TRHR enhancer,D2 antagonist,USP1-UAF1 inh,D2 agonist,PI4K2A inh
Cc1c(Cl)cn2c(=O)cc(CN3CCN(c4ccc(F)cc4)CC3)nc2c1Cl,x,x,-0.4,x,-7,-24,x,32*,x
CC[C@]12c3[nH]c4ccccc4c3CCN1C(=O)C(CC(=O)NC(C)(C)C)C[C@@H]2C(=O)N1CCN(C(=O)C2CC2)CC1 (stereo partly specified),-2%,9%,x,-9%,x,x,-15%,x,-3
COc1ccccc1C(=O)NCCC(=O)Nc1ccc(C)cn1,5%,28%,0.2,-6%,1,-8,-16%,-0.4,-2
CCOc1ccccc1CNC(=O)c1ccc2nc(N3CCC(C)CC3)sc2c1,3%,28%,0.0,-16%,0,x,-23%,0.2,3
O=C(CSc1ccccc1C(=O)NCc1ccccc1)NC1CCCCCCC1,0%,12%,-1.4,0%,-7,23,-14%,-1.1,-4
Cc1cc(C(=O)CSc2nc3ccccc3c(=O)n2C)c(C)n1CC1CCCO1 (stereo unspecified),x,x,-1.3,x,14,15,x,-5.6,x
CC(=O)c1cccc(Nc2nc(=O)c3cccnc3s2)c1,7%[57.1 µM],2%,-0.3,4%,-1,4,9%,-0.4,4
CC(=O)CC(C)=NCCN=C(C)CC(C)=O,-5%[57.1 µM],2%,1.4,-1%,-8,-28,-13%,0.2,0
COc1ccc(N2C(=O)[C@H]3[C@@H](C2=O)C2c4ccccc4C=NN2[C@H]3C(=O)C(C)(C)C)cc1 (stereo partly specified),-1%,25%,1.3,8%,3,-15,-2%,1.6,0
Cc1ccc(NC(=O)c2cccc(S(=O)(=O)N3CCN(C)CC3)c2)cc1F,-1%,19%,0.4,-8%,1,-13,-8%,0.7,-1
COc1ccc(/C(C)=N/NC(=O)CCC(=O)Nc2ccc(Cl)cc2Cl)c(OC)c1,3%,9%,-0.3,1%,7,-10,-15%,-0.2,2
CCC(CC)NC(=O)CSc1ccc(S(=O)(=O)N2CCCCC2)cn1,-3%,2%,-1.1,-1%,-3,-3,-4%,-0.5,2
Cc1cc(NC(=O)CSc2n[nH]c(-c3ccc(Cl)cc3Cl)n2)no1,1%,18%,0.0,-5%,3,-19,-14%,0.9,-4
